NPY2 pot ag: human NPY-Y2 potentiation or agonism, primary screen | P49146 | cells expressing NPY-Y2, potentiator/agonist read-out | activation, % at 3.6 µM | 0.45% of 220,000 active; in the data active = activation above about 27%;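 note: cells stimulated with NPY near EC25 plus isoproterenol at EC100; 0% = vehicle plus submaximal agonist and 100% = vehicle plus saturating agonist; some results beyond the cut were filed as inactive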
p97 inhibitor: inhibitors of human p97 ATPase; inhibition, % at 8 µM; P55072; recombinant p97 ATPase, Kinase-Glo ATP luminescence, 3 h; 0.42% of 220,000 active; in the data active = inhibition above about 15%;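 note: 0% = DMSO vehicle and 100% = wells lacking enzyme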
NPY-Y1 antag: blocks the human neuropeptide Y Y1 receptor; P25929; HEK293-CNG Y1 cells, membrane potential fluorescence; NPY at EC95, then isoproterenol; inhibition, % at 3.6 µM; 1% of 200,000 active;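 active = inhibition above the campaign mean inhibition of all tested compounds plus 3 SD, cut at about 20% in these data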;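 note: 0% = DMSO wells given NPY plus isoproterenol and 100% = isoproterenol alone without NPY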
Target sequence (P25929 whole entry, looked up): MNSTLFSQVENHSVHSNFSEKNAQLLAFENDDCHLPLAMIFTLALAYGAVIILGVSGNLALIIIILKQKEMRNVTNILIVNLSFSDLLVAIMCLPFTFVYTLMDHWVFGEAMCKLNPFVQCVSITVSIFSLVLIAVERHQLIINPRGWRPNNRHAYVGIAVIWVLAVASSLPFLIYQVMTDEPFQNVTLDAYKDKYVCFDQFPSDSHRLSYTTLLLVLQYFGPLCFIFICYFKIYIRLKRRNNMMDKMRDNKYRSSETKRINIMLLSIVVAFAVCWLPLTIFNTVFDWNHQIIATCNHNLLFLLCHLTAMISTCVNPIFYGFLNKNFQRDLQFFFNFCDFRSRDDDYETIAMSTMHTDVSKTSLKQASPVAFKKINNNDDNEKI
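Material: HEK293 Y1/CNG channel cell line | Also added: NPY (25 nM), isoproterenol (1 µM), Ro 20-1724 (25 µM) | Compound: One concentration, 3.6 µM, in 0.4% DMSO | Schedule: 3 h dye uptake, 1 h room-temperature compound, 45 min post-isoproterenol | Signal: Membrane-potential fluorescent dye readout | Read-out: % inhibition of NPY effect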
Runt-CBFb FRET: blocks binding of human RUNX1 Runt domain to CBFb; Q01196+Q13951; Cerulean-Runt/Venus-CBFb FRET ratio 530/480, 1 h; inhibition, % at 20 µM; 0.46% of 220,000 active; AID 1496;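 active = inhibition over about 50% at 20 µM in the single-dose screen, limit read from the data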;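 note: 0% = DMSO wells and 100% = excess unlabeled CBFb competitor control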
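Assay system: Cerulean-Runt domain / Medium: Tris 50 mM pH 7.5, KCl, K2SO4, 0.01% BSA / Timing: protein complex preformed 1 h, compound exposure 1 h, room temperature, dark / Measured by: FRET, excitation 422 nm, emission at 530 and 480 nm / Evaluation: loss of energy transfer signal / Control set: 5 µM unlabeled CBFb as full-inhibition high control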
RBBP9 inh: blocks human serine hydrolase RBBP9; recombinant RBBP9, FP-Rh probe fluorescence polarization; inhibition, % at 7.94 µM; 0.2% of 220,000 active; AID 1515;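 active = inhibition above the campaign mean of all tested compounds plus 3 SD, cut at about 14% in these data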;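 note: plate controls were DMSO wells with RBBP9 for no effect and wells lacking RBBP9 protein for full effect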
Target sequence (O75884 whole entry, looked up): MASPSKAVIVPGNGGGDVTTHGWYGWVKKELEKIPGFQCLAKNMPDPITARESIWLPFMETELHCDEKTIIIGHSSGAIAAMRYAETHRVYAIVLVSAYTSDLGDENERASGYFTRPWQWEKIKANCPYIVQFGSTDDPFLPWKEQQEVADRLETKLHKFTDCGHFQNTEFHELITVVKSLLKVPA
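Measured by – fluorescence polarization · Test system – RBBP9 protein · Input – 2.5 µM RBBP9 dispensing solution, before mixing · Measure – percent inhibition from mP, scaled between DMSO and no-protein wells · Benchmarks – DMSO-treated enzyme wells and wells lacking RBBP9 · Times – preincubation 30 min plus labeling 45 min at 25 °C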
Hck Nef HTS: blocks Nef-activated human Hck kinase. P08631. Recombinant Hck-YEEI plus Nef, Z-Lyte FRET kinase assay. inhibition, % at 20 µM. 0.68% of 220,000 active;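 active = Hck-Nef kinase inhibition above about 50%, limit read from the data; inactive = inhibition below that limit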;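 note: 0% = DMSO with Hck plus Nef and 100% = Hck alone without Nef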
Runt-SMMHC FRET: inhibitors of human RUNX1 Runt domain binding to CBFb-SMMHC. Q01196+Q13951. 0.74% of 220,000 active. AID 1434. inhibition, % at 20 µM. Cerulean-Runt/Venus-CBFb-SMMHC FRET ratio 530/480, 1 h;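 active = mean inhibition across duplicate retests at 20 µM reaching about 50%, limit read from the data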;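 note: 0% = DMSO wells and 100% = wells with excess untagged CBFb-SMMHC; inhibitors lower the FRET ratio by blocking Runt binding to CBFb-SMMHC; some results filed as inactive read as strong as hits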
NPY1 pot ag: potentiators or agonists of human neuropeptide Y receptor Y1. 0.37% of 220,000 active. activation, % at 3.6 µM. NPY-Y1 expressing cells, potentiator/agonist activation. P25929; in the data active = activation above about 33%, passing the limit was not always enough;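 note: cells stimulated with NPY at EC10 then isoproterenol at EC100; 0% = low agonist plus stimulus and 100% = saturating agonist plus stimulus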
Mdm2 ligase inh: inhibitors of human Mdm2 E3 ubiquitin ligase. Q00987. cell-based MDM2 ubiquitination luciferase reporter, 2 h; 0 = plate control, 100 = twice control, blank-subtracted. signal enhancement, % at 5 µM. 0.11% of 210,000 active;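 active = signal enhancement of 30% or more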;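 note: luminescence tracks abundance of the self-degrading MDM2-luciferase fusion protein; higher signal means inhibition of MDM2 E3 ligase activity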
Target sequence (Q00987 whole entry, looked up, the tested form may be a part): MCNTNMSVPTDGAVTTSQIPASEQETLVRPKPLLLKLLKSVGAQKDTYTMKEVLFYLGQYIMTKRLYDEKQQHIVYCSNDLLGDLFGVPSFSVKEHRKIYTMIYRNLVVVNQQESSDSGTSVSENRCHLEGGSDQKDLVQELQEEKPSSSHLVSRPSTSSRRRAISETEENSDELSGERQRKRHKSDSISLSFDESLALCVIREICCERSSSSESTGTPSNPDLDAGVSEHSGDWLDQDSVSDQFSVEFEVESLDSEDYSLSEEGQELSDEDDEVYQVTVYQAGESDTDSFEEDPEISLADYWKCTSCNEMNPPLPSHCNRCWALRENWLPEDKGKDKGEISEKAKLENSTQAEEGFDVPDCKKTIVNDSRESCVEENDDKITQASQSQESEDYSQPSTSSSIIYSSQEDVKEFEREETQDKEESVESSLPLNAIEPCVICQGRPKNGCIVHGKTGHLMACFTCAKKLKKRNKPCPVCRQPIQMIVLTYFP
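Material: stable MDM2–luciferase fusion reporter cells / Quantity: 2000 cells/well / Dosing: single 5 µM compound dose, 0.2% final DMSO / Buffer or medium: DMEM / Schedule: 4 h cell settling then 2 h compound exposure, 37 °C / Detection: luminescence with SteadyLite reagent, 15 min at room temperature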
The depositor's hits bear a star; . = not tested or not shown.

SMILES	NPY2 pot ag	p97 inhibitor	NPY-Y1 antag	Runt-CBFb FRET	RBBP9 inh	Hck Nef HTS	Runt-SMMHC FRET	NPY1 pot ag	Mdm2 ligase inh
Cc1ccc2c(c1)N(CC(=O)NCc1cccnc1)C(=O)CO2	9.0	5.3	0.8	-3.5	-9.0	-1.2	-5.7	6.3	-9.1
CC(=O)N1CCC(N(CCN2CCOCC2)C(=S)Nc2ccccc2C)CC1	1.5	-0.7	0.8	1.6	-11.3	3.4	4.0	6.0	-11.0
CCOc1ccc(/C=C/C2=Cc3c(sc(NC(=O)CSc4n[nH]c(N)n4)c3C#N)C(C)(C)C2)cc1	1.5	5.3	-0.5	-18.6	-7.8	2.7	-45.5	13.9	-5.5
CCC(Sc1nc(C)cc(C)n1)C(=O)O (stereo unspecified)	-0.5	2.2	-0.4	2.1	4.4	2.0	-0.2	2.6	-10.1
Cc1cc(C(=O)CN2C(=O)CCC2=O)c(C)n1Cc1ccccc1	-17.4	-0.9	-1.5	-0.6	4.3	4.2	-4.2	-19.9	-9.9
O=C(CCc1nnc(-c2ccc(-c3ccccc3)cc2)o1)NCCc1ccccn1	4.3	-1.0	1.5	0.1	-10.0	20.0	1.0	1.5	3.5
Cn1ncc(C#N)c1/N=C/N(Cc1ccccc1)Cc1ccccc1	-32.3	-5.2	22.1*	-2.2	-2.8	13.1	-0.4	-69.9	-13.3
O=C(Nc1ccccn1)c1ccc2c(c1)S(=O)(=O)c1ccccc1C2=O	7.5	-2.3	-0.2	0.9	-5.9	-1.3	-3.7	17.6	-5.6
CCOC(=O)C1=C(N)OC2=C(C(=O)CCC2)C1c1ccco1 (stereo unspecified)	-4.2	-3.3	-1.9	0.2	-8.2	-0.8	-4.5	11.5	-25.4
CC1=NN(C(N)=S)C(=O)C1N=Nc1ccc(C)cc1C (stereo unspecified)	-6.5	-2.9	4.1	0.5	-2.7	7.0	-3.0	-7.6	-13.5
O=c1c(-c2ccccc2)c(O)c2cccc3c2n1CCC3	-9.2	4.5	0.3	-0.4	-9.0	1.3	-5.1	-18.5	-15.9
CCN1CCN(CCNC(=O)c2ccc(/C=C3\Sc4ccccc4N(Cc4ccccc4F)C3=O)cc2)CC1	5.3	-8.5	0.9	13.1	-14.3	11.7	38.5	4.4	-9.2
O=C(c1noc2c1CCCC2)N1CCCCC1	8.9	-1.0	-4.0	0.7	-6.0	2.4	-3.0	9.9	-14.2
CCn1c(COc2cccc3ccccc23)nnc1SCC(N)=O	-2.4	3.1	5.1	-0.6	-2.3	-0.1	-0.5	-0.2	-1.9
Cc1cc(NC(=O)CSCc2nc(-c3cccc(Cl)c3)oc2C)no1	0.3	6.7	0.6	-0.6	-2.8	-2.5	0.8	-13.9	.
Cc1cccc(/C=C2/S/C(=N/N=C3\CC4CCC3(C)C4(C)C)NC2=O)c1 (stereo unspecified)	8.5	2.4	7.5	-5.4	-3.5	1.4	4.4	7.7	8.6
O=C(NCc1nnc(SCC(=O)N2CCCc3ccccc32)n1-c1ccccc1)c1cccc2ccccc12	-1.0	3.5	6.0	-4.1	-4.7	1.0	-1.1	1.7	-11.0
c1ccc(-c2nnc(-c3ccncc3)nc2-c2ccccc2)cc1	17.9	-7.0	2.0	-0.8	-6.1	-8.1	0.0	20.9	-6.7
CCCS(=O)(=O)N1CCC(C(=O)NCCc2ccc(OC)c(OC)c2)CC1	11.9	3.9	2.6	-2.1	-0.8	1.8	-5.2	6.2	-11.9
COc1ccc(NC(=O)CSc2nc3ccccc3c3nc4ccccc4n23)cc1	-4.8	5.1	1.1	-0.1	-2.5	1.5	10.0	-7.5	6.9
CC(C)(C)n1ncc2c(=O)n(Cc3cccc(Cl)c3)cnc21	-12.7	0.1	2.6	0.7	-1.8	13.9	-0.5	2.1	-3.5
Cc1ccc(NC(=O)Cn2cnc3c(oc4nc5c(cc43)COC(C)(C)C5)c2=O)cc1	11.1	1.8	-3.0	-0.5	-1.4	4.7	1.7	-4.4	-10.3
CCC(Sc1nc(C)cc(C)n1)C(=O)Nc1ccc(Cl)cn1 (stereo unspecified)	3.9	-0.3	11.9	-3.3	4.2	-5.5	2.4	2.8	.
O=C(CSc1nc(O)c(C2CCCCC2)c(=O)[nH]1)Nc1ccc(Cl)cc1	3.0	1.7	-3.5	-0.8	-10.0	4.7	-1.2	5.5	-0.4
O=c1[nH]snc1N1CCOCC1	-6.2	6.1	0.3	-2.2	1.1	9.6	-0.1	8.7	-9.6
N#Cc1sc2nc(C3CC3)cc(-c3ccc(Cl)cc3)c2c1N	-21.6	-1.6	8.0	3.8	1.5	0.3	-12.4	-22.6	4.5
CCC1(C)Cc2c(sc3nc(SC)nc(NCCN(C)C)c23)CO1 (stereo unspecified)	-13.4	-6.0	5.0	0.0	0.1	-0.9	-0.1	-13.9	-8.2
CN(CC(=O)Nc1ccc2c(c1)OCO2)S(=O)(=O)c1ccc2c(c1)CCC(=O)N2	5.1	8.4	.	0.6	1.6	27.8	1.1	17.6	-0.2
Cc1ccccc1-n1nc2c(c1NC(=O)c1cc3ccccc3oc1=O)CS(=O)C2 (stereo unspecified)	8.2	5.7	-0.4	2.5	-5.7	8.0	4.9	16.6	0.5
Cc1ccccc1OCCSc1nc(N(C)C)nc(N(C)C)n1	-2.4	1.9	0.5	-3.5	-8.4	1.5	-2.8	-25.8	-3.7
Cc1cccn2c(=O)c(C=Nc3ccc(Cl)cc3)c(NCCO)nc12	-11.9	-1.2	-1.6	-0.5	-1.1	7.5	-0.1	1.3	-21.1
C=C1C(C(=O)N2CCN(C)CC2)C1C(=O)N1CCN(C)CC1 (stereo unspecified)	6.3	3.6	-2.1	-0.1	-6.0	1.2	2.7	4.9	-14.4
O=C(N/N=C/c1ccco1)c1cc(-c2ccc(Cl)s2)[nH]n1	9.0	4.2	0.8	16.9	-8.1	16.2	11.2	17.6	-15.3
Cc1ccccc1OCC(O)CN1CCN(C)CC1 (stereo unspecified)	-4.6	0.3	0.3	0.7	-5.6	2.9	-5.8	-0.5	-9.7
CCN1C(=O)CS/C1=N\S(=O)(=O)c1ccccc1	-0.5	1.4	.	0.7	-4.3	11.3	-5.7	2.1	-3.8
CCC(=O)N1c2ccc(S(=O)(=O)CCC(=O)NCCC3=CCCCC3)cc2CC1C (stereo unspecified)	-10.9	2.0	-5.0	-1.8	2.4	2.7	-2.4	3.5	1.1
CCC1(C(=O)c2ccccc2)C(c2ccc([N+](=O)[O-])cc2)C1(C(=O)OC)C(=O)OC (stereo unspecified)	-7.6	-5.4	21.6*	1.2	0.0	1.9	1.1	-34.2	-10.5
CCn1nnnc1NC(=O)c1ccc2ccccc2c1	3.1	6.0	1.7	-0.8	10.6	23.8	-4.4	3.1	2.3
O=C(CN1CCN(c2nc(-c3ccccc3)cs2)CC1)Nc1ccc2c(c1)OCO2	-23.3	1.9	8.9	2.5	-2.6	-0.3	5.7	-41.9	-14.1
CCCCCCCC(=O)NNC(=O)c1c(O)c2ccccc2n(CCC)c1=O	-2.6	-1.4	-0.3	-1.4	0.0	31.2	-1.2	-4.6	-10.5
O=C(N/N=C/c1ccc(N2CCCCC2)o1)c1ccccc1	7.3	4.3	-5.0	7.8	-0.8	0.7	3.3	8.1	-2.7
FC(F)(F)c1cccc(Cc2noc(CN3C[C@@H]4CCC[C@H]3C4)n2)c1	-3.8	3.9	5.6	-0.3	-1.7	-3.9	2.4	-13.2	-13.7
CCCCNC(=O)C(C#N)c1nc2ccccc2nc1N1CCCC1 (stereo unspecified)	19.2	6.8	-2.8	12.6	-6.2	-7.7	67.3*	8.8	-6.1
CC(=O)Nc1cccc(C(=O)Nc2nc(C)cs2)c1	-9.4	6.8	1.8	0.3	1.1	0.0	-7.2	-7.7	-13.3
CCC(=O)N(C)CCc1cc2c(c(OC)c1/C=N/NC(=O)c1ccc(Br)cc1)OCO2	8.6	2.2	3.2	-3.1	-4.5	0.0	2.7	-10.8	.
COc1ccc2cc3cc(C(=O)NCCN4CCc5ccccc5C4)sc3nc2c1	-12.4	2.0	2.4	-1.2	3.0	1.9	-12.9	-16.3	9.0
O=C(NC(C(=O)N/N=C/c1ccccn1)c1n[nH]c(=O)c2ccccc12)c1ccccc1 (stereo unspecified)	-11.2	5.6	.	-0.2	-12.9	22.9	2.8	15.6	-10.6
CCCCOC(=O)c1ccc(NC(=S)NC(=O)c2c(Br)c(C)nn2C)cc1	3.9	3.4	4.7	-12.7	0.6	4.1	-14.0	-11.3	-8.1
COc1ccc(C(=O)OCC(=O)NC(=O)NC(C)C)cc1OC	7.0	-2.9	0.3	0.6	-9.8	-3.2	0.9	-5.5	-5.8
CCOc1ccc(N(CC(=O)NCc2ccco2)S(=O)(=O)c2ccc(OC)c(OC)c2)cc1	4.9	-9.1	-2.9	-1.5	-4.6	0.8	-1.4	-11.6	-11.7

A second format for part of the listing above:
Values run as follows: NPY2 pot ag, p97 inhibitor, NPY-Y1 antag, Runt-CBFb FRET, RBBP9 inh, Hck Nef HTS, Runt-SMMHC FRET, NPY1 pot ag, Mdm2 ligase inh
- CCCCNC(=O)C(C#N)c1nc2ccccc2nc1N1CCCC1 (stereo unspecified)
  19.2, 6.8, -2.8, 12.6, -6.2, -7.7, 67.3*, 8.8, -6.1
- CC(=O)Nc1cccc(C(=O)Nc2nc(C)cs2)c1
  -9.4, 6.8, 1.8, 0.3, 1.1, 0.0, -7.2, -7.7, -13.3
- CCC(=O)N(C)CCc1cc2c(c(OC)c1/C=N/NC(=O)c1ccc(Br)cc1)OCO2
  8.6, 2.2, 3.2, -3.1, -4.5, 0.0, 2.7, -10.8, .
- COc1ccc2cc3cc(C(=O)NCCN4CCc5ccccc5C4)sc3nc2c1
  -12.4, 2.0, 2.4, -1.2, 3.0, 1.9, -12.9, -16.3, 9.0

Next entries
SMILES	NPY2 pot ag	p97 inhibitor	NPY-Y1 antag	Runt-CBFb FRET	RBBP9 inh	Hck Nef HTS	Runt-SMMHC FRET	NPY1 pot ag	Mdm2 ligase inh
CC1OC2C(OC1C)N(S(C)(=O)=O)CCN2S(C)(=O)=O (stereo unspecified)	-6.1	7.5	-5.9	-1.5	-7.7	1.3	0.0	-7.3	3.2
Cc1ccc(CN(CC(=O)N/N=C/c2ccco2)S(=O)(=O)c2ccc(C)cc2)cc1	-11.1	-2.2	5.3	1.5	-19.4	12.0	-1.1	3.7	-19.7
Cc1cc(NC(=O)c2ccccc2F)ncc1NC(=O)c1cccs1	-10.4	-3.2	-3.4	-1.5	-0.4	20.3	-0.4	-2.4	5.0
CCCn1nc(CC(=O)O)c2ccccc2c1=O	-14.1	1.6	6.6	-0.4	0.3	0.1	2.8	0.2	-12.9
